DDE Tn7 FP inh: inhibitors of Tn7 peptide binding to fibrin DD(E), primary screen, biochemical, fluorescence polarization, human fibrin, Tn7 probe. inhibition, % at 8.3 µM. Fibrinogen beta chain (Homo sapiens), P02675. FP displacement of FITC-Tn7 peptide from fibrin DD(E); 0% = median of compound wells per plate. actives 0.13% (n = 370,000);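 active means inhibition above the mean of compounds falling within the control limits plus 3 SD of them, cut at about 14% in these data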;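 further: 0% = plate median of compound wells and 100% = 10 µM Aha-Tn7 peptide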
Target sequence (P02675 whole entry, looked up): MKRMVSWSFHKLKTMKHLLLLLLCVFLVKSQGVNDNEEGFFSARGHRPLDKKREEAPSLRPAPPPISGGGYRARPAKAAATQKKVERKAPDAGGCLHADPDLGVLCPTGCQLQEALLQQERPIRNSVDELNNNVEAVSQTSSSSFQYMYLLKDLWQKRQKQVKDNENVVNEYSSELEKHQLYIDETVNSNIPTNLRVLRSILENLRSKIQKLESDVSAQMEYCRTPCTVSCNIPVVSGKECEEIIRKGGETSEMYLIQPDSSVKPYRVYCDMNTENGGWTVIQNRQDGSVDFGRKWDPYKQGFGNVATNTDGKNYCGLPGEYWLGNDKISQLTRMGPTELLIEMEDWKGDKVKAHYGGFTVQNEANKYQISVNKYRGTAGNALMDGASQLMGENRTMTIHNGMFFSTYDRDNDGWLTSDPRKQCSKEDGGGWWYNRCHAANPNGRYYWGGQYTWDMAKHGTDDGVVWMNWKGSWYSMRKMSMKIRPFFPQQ
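Also added: labelled Tn7 tracer, 0.1 µM; Assay system: human fibrin DD(E) protein; Amount: 2 µM fibrin DD(E); Schedule: 10 min compound pre-incubation, 3 h probe incubation at room temperature; Repeats: one replicate per compound; Read-out basis: percent inhibition; Measured by: fluorescence polarization of the labelled Tn7 tracer.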
DDE Tn6 FP inh: inhibitors of Tn6 peptide binding to fibrin DD(E), primary screen, biochemical, fluorescence polarization, human fibrin, Tn6 probe; inhibition, % at 8.3 µM; actives 0.21% (n = 370,000); AID 720509, 2013; Fibrin DD(E) TRITC-Tn6 fluorescence polarization displacement;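 active means inhibition above a per-campaign cutoff: mean of compounds within control limits plus 3 SD, cut at about 15% in these data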;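 further: 0% = median of all compound wells on the plate and 100% = blocking peptide control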
NR1D1 modulator: modulators of Rev-erb alpha DNA binding, primary screen, biochemical, FITC-DNA, fluorescence polarization, uHTS; Nuclear receptor subfamily 1 group D member 1 (Homo sapiens), P20393; Rev-erbα–FITC-DNA binding, 90 min; activity, % at 10 µM; actives 0.79% (n = 370,000);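 active means activity above about 14%, limit read from the data; passing the limit was not always enough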;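 further: 0% = DMSO wells with 35 nM protein and 100% = DMSO wells with 750 nM protein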
ARFGAP1 inh: inhibitors of rat ARFGAP1 GAP activity, primary screen, biochemical, fluorescence polarization, GDP tracer; actives 0.26% (n = 360,000); Arfgap1-stimulated ARF1 GTP hydrolysis, GDP FP detection; AID 651572, 2012; inhibition, % at 16.5 µM;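 active means inhibition above a per-plate limit, mean inhibition of low control wells plus 3 SD, cut at about 25% in these data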;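 further: 0% = DMSO wells with enzyme and 100% = wells lacking Arfgap1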
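Replicates: Single well per compound | Assay system: Truncated rat Arfgap1 GAP domain | Control set: No-Arfgap1 wells (100%) versus DMSO full-reaction wells (0%) | Times: Enzyme reaction 120 min at 25 °C after 20 min preincubation | Reagent: Human ARF1(Δ1-17)-GTP substrate | Measured by: Tracer-displacement fluorescence polarization with EDTA stop, 620/688 nm | Measure: Percent inhibition of Arfgap1-stimulated GTP hydrolysis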
ASAP1 GAP inh: inhibitors of human ASAP1 ArfGAP activity, primary screen, biochemical, fluorescence polarization; inhibition, % at 16.5 µM; AID 624377, 2012; ASAP1-stimulated ARF1 GTP hydrolysis, GDP FP detection; actives 0.19% (n = 360,000); Arf-GAP with SH3 domain, ANK repeat and PH domain-containing protein 1 (Homo sapiens), …; in the data active means inhibition above about 25%;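 further: 0% = vehicle with enzyme and substrate and 100% = no enzyme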
sPLA2-III inh: human group III sPLA2 inhibitors, primary screen, biochemical, QFRET, BODIPY PC-A2 liposome substrate; QFRET BODIPY PC-A2 liposome hydrolysis, fluorescence; Group 3 secretory phospholipase A2 (Homo sapiens), Q9NZ20; inhibition, % at 12.2 µM; actives 0.56% (n = 370,000);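 active means inhibition above mean plus 3 SD of compounds lying within the high and low control bounds, cut at about 19% in these data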;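 further: 0% = median of test compound wells and 100% = no enzyme DMSO wells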
Target sequence (Q9NZ20 whole entry, looked up): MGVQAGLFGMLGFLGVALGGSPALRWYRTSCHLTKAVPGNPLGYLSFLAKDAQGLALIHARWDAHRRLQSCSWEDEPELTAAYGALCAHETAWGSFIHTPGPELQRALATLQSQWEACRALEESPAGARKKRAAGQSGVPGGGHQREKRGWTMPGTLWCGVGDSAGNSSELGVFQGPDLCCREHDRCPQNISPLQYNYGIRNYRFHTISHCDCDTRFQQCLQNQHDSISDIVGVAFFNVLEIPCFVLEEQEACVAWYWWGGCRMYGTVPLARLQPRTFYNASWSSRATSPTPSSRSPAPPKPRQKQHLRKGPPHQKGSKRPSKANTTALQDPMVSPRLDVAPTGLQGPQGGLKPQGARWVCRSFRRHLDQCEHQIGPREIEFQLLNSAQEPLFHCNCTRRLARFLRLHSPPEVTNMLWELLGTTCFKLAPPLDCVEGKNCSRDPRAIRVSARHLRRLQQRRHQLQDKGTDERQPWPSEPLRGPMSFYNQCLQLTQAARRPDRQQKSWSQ
PLC-beta3 inh: human PLC-beta3 inhibitors, primary screen, biochemical, fluorescence. inhibition, % at 12.2 µM. AID 720704, 2013. Purified PLC-beta3, fluorogenic substrate. actives 0.18% (n = 370,000). 1-phosphatidylinositol 4,5-bisphosphate phosphodiesterase beta-3 (Homo sapiens), Q01970; in the data active means inhibition above about 11%;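 further: 0% = median of compound wells on plate and 100% = full blocker control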
proKLK7 act: proKLK7 zymogen activators, primary screen, biochemical, fluorescence intensity; AID 652039, 2013; Kallikrein-7 (Homo sapiens), P49862; purified proKLK7, EDANS-DABCYL substrate fluorescence; 100% is mature enzyme control, 0% vehicle; actives 0.9% (n = 370,000); activation, % at 7 µM;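 active means activation above the mean of all tested compounds plus 3 SD, computed per campaign excluding outliers beyond control limits, cut at about 13% in these data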
PLC-gamma1 inh: PLC-gamma1 enzyme inhibitors, primary screen, biochemical, fluorescence, purified enzyme. 1-phosphatidylinositol 4,5-bisphosphate phosphodiesterase gamma-1 (Homo sapiens), P19174. fluorogenic substrate. inhibition, % at 12.2 µM. actives 0.84% (n = 370,000). AID 720700, 2013; in the data active means inhibition above about 9.5%
UHRF1 binding: UHRF1 methylated DNA binding inhibitors, primary screen, counter-screen for MBD2 inhibitor project, biochemical, TR-FRET, human UHRF1, single concentration; E3 ubiquitin-protein ligase UHRF1 (Homo sapiens), Q96T88; UHRF1 binding to methylated oligo; inhibition, % at 4.4 µM; actives 0.75% (n = 370,000); in the data active means inhibition above about 21%;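 further: UHRF1 SRA domain binding a hemimethylated CpG hairpin DNA probe; 0% = median of test compound wells and 100% = reference inhibitor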
The depositor's hits bear a star; i = inactive; nt = no result given.

SMILES	DDE Tn7 FP inh	DDE Tn6 FP inh	NR1D1 modulator	ARFGAP1 inh	ASAP1 GAP inh	sPLA2-III inh	PLC-beta3 inh	proKLK7 act	PLC-gamma1 inh	UHRF1 binding
CC(C)(C)c1ccc(S(=O)(=O)NC(=O)C2(C)CCN2C(=O)C2(c3ccccc3)CC2)cc1 (stereo not given)	-2	-1	8	5	-20	-17	-10	-0.4	-6	-3
COc1ccc(-c2ccc3c(c2)C2CC3CCN2C(=O)OCc2ccccc2)cc1 (stereo not given)	-3	-7	-6	15	-9	2	-1	0.3	1	1
Cc1ccc(NC(=O)c2cccc(N3C(=O)C4C5C=CC(C5)C4C3=O)c2)cc1C (stereo not given)	2	1	2	17	0	-8	-12	0.6	1	3
COc1ccc2nc(NC(=O)CSc3nc4cccnc4n3C)sc2c1	-5	-10	7	5	0	7	4	-0.1	4	10
Cc1cc2cc(CNS(=O)(=O)c3ccc4ccccc4c3)ccc2n1C	-2	50*	-4	7	7	3	-19	0.3	-11	-4
CC(Cc1n[nH]c(=S)o1)c1ccccc1 (stereo not given)	2	9	nt	7	-7	15	-6	0.2	-10	0
O=C(Nc1nc(OCC(F)(F)F)cnc1/C=C\c1ccccc1)c1ccsc1	-3	-8	-6	14	9	-4	-17	-0.9	-15	1
CCOC(=O)c1c(NC(=S)SC)sc(C(=O)N2CCc3ccccc3C2)c1C	2	1	-9	-15	-6	-5	1	0.7	5	-3
COc1ccc(/C=N/NC(=O)c2cc3c(ccc4ccccc43)o2)cc1OC	2	-9	3	76*	102*	-6	i	43*	-390	-2
CC(C)Oc1nc(-c2ccccc2O)nc2ccccc12	-1	0	1	13	0	5	0	-0.3	-1	1
O=C(CSCc1nc2ccccc2[nH]1)N1CCN(c2cccc(Cl)c2)CC1	-2	1	-2	9	-2	-13	-21	0.4	-17	6
CCOc1ccc2c(c1)C(c1cccs1)=NNC(c1cccnc1)=N2	2	-1	5	-16	-8	5	-3	0.6	3	-3
CCN(CC)c1ccc(NC(=O)C2=CCN(S(=O)(=O)c3ccc(F)cc3)CC2)c(C)c1	-5	3	-7	2	15	0	1	0.3	-1	-4
Cc1nc(C)c(-c2csc(Nc3ncccc3C)n2)s1	4	-2	6	-8	6	-6	-13	0.1	-2	-1
O=C(CCC(=O)c1ccc(F)cc1)NC1CCCN(Cc2ccccc2F)C1 (stereo not given)	0	5	-2	2	5	-7	-2	-0.5	2	1

Given with two lines to a compound: 2 of the compounds above.
Fields – DDE Tn7 FP inh | DDE Tn6 FP inh | NR1D1 modulator | ARFGAP1 inh | ASAP1 GAP inh | sPLA2-III inh | PLC-beta3 inh | proKLK7 act | PLC-gamma1 inh | UHRF1 binding
> O=C(Nc1nc(OCC(F)(F)F)cnc1/C=C\c1ccccc1)c1ccsc1
 : -3 | -8 | -6 | 14 | 9 | -4 | -17 | -0.9 | -15 | 1
> CCOC(=O)c1c(NC(=S)SC)sc(C(=O)N2CCc3ccccc3C2)c1C
 : 2 | 1 | -9 | -15 | -6 | -5 | 1 | 0.7 | 5 | -3

More structures follow.
SMILES	DDE Tn7 FP inh	DDE Tn6 FP inh	NR1D1 modulator	ARFGAP1 inh	ASAP1 GAP inh	sPLA2-III inh	PLC-beta3 inh	proKLK7 act	PLC-gamma1 inh	UHRF1 binding
Cn1c(=O)[nH]c(NC2CCCCC2)c([N+](=O)[O-])c1=O	-5	0	-3	11	-2	-3	4	-0.7	4	-1
Cc1ccc2c(c1)-n1c(nc3ccc(C)cc3c1=O)C(Cc1ccc(O)cc1)NC2=O (stereo not given)	-8	-11	5	-4	0	-29	0	0.6	5	-3
CN(c1ccccc1)S(=O)(=O)c1ccc(C(=O)NCCc2ccc(F)cc2)cc1	-5	2	-1	8	-2	-6	-3	0.1	2	-1
CNC(=S)Nc1cccc([N+](=O)[O-])c1	-3	-5	-3	6	-10	5	-8	-0.1	-4	0
O=C(NCCc1ccco1)C(=O)NCC1OCCCN1S(=O)(=O)c1cc(F)ccc1F (stereo not given)	-8	-3	9	-6	4	1	-4	0.5	4	-2
COc1cccc(N2C(=O)CC(N3CCN(C(=O)c4ccco4)CC3)C2=O)c1 (stereo not given)	1	-2	-1	22	1	2	-2	-0.2	-2	0
COc1ccc(C(=O)C/C(=C\C(=O)c2ccc(C)cc2)c2ccccc2)cc1	2	-3	-8	15	3	-2	-4	0.6	-4	2
COc1ccccc1NC(=O)c1ccccc1NS(C)(=O)=O	-5	-6	2	5	1	-7	-13	-0.4	-9	-1
CCN(CC)CCNC(=O)c1cc2c(-c3cccc(OC)c3)nn(C)c2s1	2	-11	-1	6	11	-9	-375	24*	-250	7
COCCN1C(=O)c2ccc(C(=O)Nc3nccs3)cc2C1=O	-1	-9	-3	0	3	1	5	-0.5	3	2
COc1cc(O)c(C(CCN2CCOCC2)c2ccc(N(C)C)cc2)c(OC)c1 (stereo not given)	14*	10	2	-3	0	6	2	0.8	0	-3
CC1CN(c2nc(-c3ccc(Br)cc3)nnc2-c2ccccc2)CC(C)N1 (stereo not given)	-3	1	-1	-8	11	0	-1	0.7	0	-2
CC(=O)C1=C(O)C(=O)N(Cc2ccccc2)C1c1ccc(Cl)cc1 (stereo not given)	-2	0	0	0	10	-7	-5	0.3	-1	-3
COC(=O)c1cc2c(ccn2-c2ccc(F)cc2)n1CC(=O)C(C)(C)C	3	-3	0	-3	-6	-14	-19	-1.0	-9	2
COc1ccc(C2=NS(=O)(=O)N(C)C(C(=O)Nc3ccc(C(C)=O)cc3)=C2)cc1OC	7	10	7	11	0	-1	2	2.1	-1	-4

Molecules above that have an NH in an aromatic ring (3):
SMILES	DDE Tn7 FP inh	DDE Tn6 FP inh	NR1D1 modulator	ARFGAP1 inh	ASAP1 GAP inh	sPLA2-III inh	PLC-beta3 inh	proKLK7 act	PLC-gamma1 inh	UHRF1 binding
CC(Cc1n[nH]c(=S)o1)c1ccccc1 (stereo not given)	2	9	nt	7	-7	15	-6	0.2	-10	0
O=C(CSCc1nc2ccccc2[nH]1)N1CCN(c2cccc(Cl)c2)CC1	-2	1	-2	9	-2	-13	-21	0.4	-17	6
Cn1c(=O)[nH]c(NC2CCCCC2)c([N+](=O)[O-])c1=O	-5	0	-3	11	-2	-3	4	-0.7	4	-1

Next part.
SMILES	DDE Tn7 FP inh	DDE Tn6 FP inh	NR1D1 modulator	ARFGAP1 inh	ASAP1 GAP inh	sPLA2-III inh	PLC-beta3 inh	proKLK7 act	PLC-gamma1 inh	UHRF1 binding
S=c1[nH]nc(COc2ccccc2)n1/N=C/c1cccc(Br)c1	4	7	6	-4	-4	3	-3	-0.2	3	-1
Cc1csc(NC(=O)C2CCCN(S(=O)(=O)c3ccc4c(c3)oc(=O)n4C)C2)n1 (stereo not given)	-1	-1	-1	3	-3	-6	1	0.2	0	2
CC1Sc2ccc(S(=O)(=O)N3CCC(C(=O)N(C)Cc4ccco4)CC3)cc2NC1=O (stereo not given)	1	0	-7	-11	-2	-14	-5	-0.1	3	-3
CC(C)(C)c1ccc(C(=O)Nc2ccc(F)cc2)s1	5	3	2	-4	-7	-2	-2	-0.9	2	7
CC(C(=O)Nc1ncccn1)(c1ccccc1)c1ccccc1	0	7	0	-9	-9	0	3	-2.2	4	0
COc1ccccc1NC(=O)C1=C(C)NC(=O)NC1c1ccccc1F (stereo not given)	8	-1	-2	14	0	13	-4	-0.4	3	1
COCCn1cnc2c1c(=O)n(Cc1ccccc1C#N)c(=O)n2Cc1ccccc1	-3	5	5	11	0	-1	-5	0.6	1	0
Cc1cc(C)cc(OCc2ccc(C(=O)N3N=C(C(F)F)CC3(O)C(F)F)o2)c1 (stereo not given)	-4	-4	5	11	4	-12	-16	0.2	-11	3
O=C(CN(C(=O)CCC(=O)Nc1ccccn1)c1cccc(F)c1)NCc1ccco1	-6	-5	3	2	5	0	-4	0.0	-1	1
CC(=O)N(C1=C(O)c2ccccc2C(=O)C1=O)C1CCCCC1	-1	-4	0	7	20	7	0	-0.5	5	-6
O=C(Nc1ccc2c(c1)OCO2)c1ccc2c(c1)OCO2	-5	3	-2	-1	-4	-6	1	-0.6	-3	3
C[C@@H]1CC=C[C@H]2[C@H]1C(=O)N(Cc1ccccc1)[C@H]2c1ccc(-c2ccc(N(C)C)cc2)cc1F	-4	8	0	8	-9	0	-17	-16	-10	-2
Cc1cc(C)cc(NC(=O)COC(=O)c2cc(=O)[nH]c(=O)[nH]2)c1	3	7	1	-1	2	7	2	-0.8	1	6

Only sPLA2-III inh and ARFGAP1 inh (seven entries from above):
mol	sPLA2-III inh	ARFGAP1 inh
C[C@@H]1CC=C[C@H]2[C@H]1C(=O)N(Cc1ccccc1)[C@H]2c1ccc(-c2ccc(N(C)C)cc2)cc1F	0	8
CC(C)(C)c1ccc(C(=O)Nc2ccc(F)cc2)s1	-2	-4
CC(C(=O)Nc1ncccn1)(c1ccccc1)c1ccccc1	0	-9
COc1ccccc1NC(=O)C1=C(C)NC(=O)NC1c1ccccc1F (stereo not given)	13	14
Cc1cc(C)cc(OCc2ccc(C(=O)N3N=C(C(F)F)CC3(O)C(F)F)o2)c1 (stereo not given)	-12	11
Cc1csc(NC(=O)C2CCCN(S(=O)(=O)c3ccc4c(c3)oc(=O)n4C)C2)n1 (stereo not given)	-6	3
CC1Sc2ccc(S(=O)(=O)N3CCC(C(=O)N(C)Cc4ccco4)CC3)cc2NC1=O (stereo not given)	-14	-11

Screening results deposited in PubChem by several laboratories.

Hits appear at their usual frequency. About 4.5% of those tested had a hit in this group.
